High-throughput results deposited in PubChem BioAssay by Sanford-Burnham Center for Chemical Genomics.
NLRP3 yeast inh – NALP3 inflammasome inhibitors in reconstituted yeast, primary screen, luminescence, uHTS; Yeast reconstituted NLRP3/ASC/caspase-1, beta-gal luminescence, 24 h; inhibition, % at 10 µM; actives 0.39% (n = 330,000); AID 2825, 2010;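 active = inhibition of 50% or more; inactive = inhibition below 50%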;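 also: plate controls were induced DMSO wells for no effect and uninduced yeast grown without galactose for full effect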
SENP8 block-1 – human SENP8 protease inhibitors, primary screen, biochemical, fluorescence, Nedd8 protein substrate, uHTS; recombinant SENP8; inhibition, % at 20 µM; actives 0.64% (n = 360,000); AID 602440, 2012; in the data active = inhibition mostly above about 40%, no sharp cut-off; inactive = mostly below about 27%
PfGluPho inh – PfG6PD enzyme inhibitors, primary screen, biochemical, fluorescence intensity, uHTS | inhibition, % at 20 µM | glucose-6-phosphate dehydrogenase-6-phosphogluconolactonase (Plasmodium falciparum 3D7) | actives 0.78% (n = 350,000) | AID 504690, 2011 | PfGluPho enzyme, NADPH resazurin-diaphorase fluorescence;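 active = inhibition reaching at least a set limit at 20 µM in the primary screen, cut at about 59% in these data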;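 also: 0% = DMSO wells with substrate and 100% = DMSO wells lacking glucose-6-phosphate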
SENP7 inh – SENP7 protease inhibitors, primary screen, biochemical, luminescence, uHTS; recombinant SENP7, Z-RLRGG-aminoluciferin luminescence, 40 min; inhibition, % at 5 µM; actives 1.5% (n = 330,000); AID 434973, 2010;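 active = inhibition above about 50% at the single test dose, limit read from the data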;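 also: plate controls were DMSO with enzyme for no effect and no enzyme buffer wells for full effect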
HKDC1 inhibitor – HKDC1 hexokinase inhibitors, primary screen, biochemical, fluorescence, uHTS. Q2TB90. recombinant HKDC1, G6PDH/diaphorase resazurin coupled fluorescence. inhibition, % at 20 µM. actives 0.16% (n = 340,000);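 active = inhibition above about 35% when tested at 20 µM, limit read from the data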;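 also: plate controls were DMSO wells with enzyme for no effect and DMSO wells lacking enzyme for full effect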
Target sequence (Q2TB90 whole entry, looked up): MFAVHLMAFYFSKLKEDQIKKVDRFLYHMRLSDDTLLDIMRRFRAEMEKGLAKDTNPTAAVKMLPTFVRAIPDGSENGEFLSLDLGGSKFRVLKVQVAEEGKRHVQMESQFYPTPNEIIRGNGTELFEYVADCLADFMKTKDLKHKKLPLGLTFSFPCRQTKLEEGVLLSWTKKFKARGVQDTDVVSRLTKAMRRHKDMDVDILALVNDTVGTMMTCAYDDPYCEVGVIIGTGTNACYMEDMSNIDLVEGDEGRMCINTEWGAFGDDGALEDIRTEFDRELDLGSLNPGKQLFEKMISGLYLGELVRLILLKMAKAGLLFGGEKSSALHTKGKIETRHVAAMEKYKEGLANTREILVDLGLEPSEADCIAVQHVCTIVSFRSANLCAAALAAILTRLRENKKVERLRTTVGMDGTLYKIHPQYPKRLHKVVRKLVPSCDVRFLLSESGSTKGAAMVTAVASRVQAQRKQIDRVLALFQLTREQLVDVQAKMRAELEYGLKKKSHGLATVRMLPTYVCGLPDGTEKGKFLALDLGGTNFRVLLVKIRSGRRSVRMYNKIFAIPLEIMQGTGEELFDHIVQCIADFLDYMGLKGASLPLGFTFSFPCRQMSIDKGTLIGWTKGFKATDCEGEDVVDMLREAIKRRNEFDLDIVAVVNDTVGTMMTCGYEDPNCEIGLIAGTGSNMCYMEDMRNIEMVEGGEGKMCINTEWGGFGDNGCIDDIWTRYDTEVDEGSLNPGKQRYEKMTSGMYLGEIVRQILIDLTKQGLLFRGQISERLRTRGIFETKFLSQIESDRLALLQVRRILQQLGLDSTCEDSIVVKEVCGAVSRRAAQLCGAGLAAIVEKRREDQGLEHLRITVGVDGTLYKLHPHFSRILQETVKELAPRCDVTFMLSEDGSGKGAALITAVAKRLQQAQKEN
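Test system: Recombinant HKDC1 (HK5) hexokinase enzyme, produced in-house | Input: HKDC1 at 5 µg/mL | Buffer or medium: Tris pH 8.0 buffer with MgCl2, Tween-20, BSA, BME | Schedule: 90 min reaction incubation at room temperature, dark | Technique: Resazurin-to-resorufin fluorescence via G6PDH and diaphorase coupling, 525/613 nm | Controls: DMSO wells with and without enzyme mix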
Apaf1 inhib – inhibitors of human Apaf-1 apoptosome, primary screen, biochemical, DEVD-Rh110 fluorescence, uHTS; reconstituted apoptosome caspase-3 activity; actives 0.71% (n = 330,000); Apoptotic protease-activating factor 1 (Homo sapiens), O14727; inhibition, % at 20 µM; active = inhibition of at least 40% at 20 µM;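 also: plate controls were DMSO wells for no effect and DEVD-CHO caspase inhibitor wells for full effect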
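System: reconstituted apoptosome with Apaf-1, cytochrome c, caspase-9, procaspase-3, dATP; Signal: Rh110 fluorescence intensity; Schedule: 30 min compound preincubation, 50 min activation, room temperature; Reagent: cytochrome c trigger plus (Z-DEVD)2-Rh110 caspase-3 substrate.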
SENP1 FRET inh – human SENP1 catalytic domain inhibitors, primary screen, biochemical, FRET, uHTS; Sentrin-specific protease 1 (Homo sapiens), Q9P0U3; recombinant SENP1 catalytic domain, CyPet-SUMO1-YPet FRET cleavage; inhibition, % at 10 µM; actives 0.21% (n = 360,000); AID 624204, 2012;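 active = inhibition at least 30% at 10 µM, raw YFP signal under a set limit, fluorescence ratio 0.5 to 1.5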;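 also: 0% = enzyme with DMSO and 100% = no enzyme wells; some results filed as inactive read as strong as hits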
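material = recombinant human SENP1 catalytic domain, His6-tagged | quantity = 20 pM enzyme | reagent = 25 nM SUMO1 FRET substrate | compound dosing = 10 µM single point, 0.5% DMSO | timing = 50 min enzyme reaction, room temperature, light-protected | detection = FRET, CFP and YFP emission | control set = no-enzyme low, enzyme-DMSO high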
SENP6 block – SENP6 protease inhibitors, primary screen, biochemical, luminescence, uHTS | Recombinant SENP6 catalytic domain, aminoluciferin luminescence | inhibition, % at 10 µM | actives 1.8% (n = 330,000) | AID 2599, 2010;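 active = inhibition above about 50% at the single tested dose, limit read from the data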;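 also: plate controls were DMSO wells with enzyme for no effect and DMSO wells lacking enzyme for full effect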
SENP8 block-2 – SENP8 protease inhibitors, primary screen, biochemical, luminescence. actives 1.2% (n = 330,000). AID 2540, 2010. purified SENP8, Z-RLRGG-aminoluciferin cleavage. inhibition, % at 10 µM; in the data active = inhibition above about 50%
Active calls of the source: *. An unsorted share of the library; 4.1% or so of the library scored in one or more.

How did CC(C)(C)C(=O)Nc1sc2c(c1C(=O)Nc1ccccn1)CCCC2 do in these assays?
NLRP3 yeast inh: 11; SENP8 block-1: -123; PfGluPho inh: -6; SENP7 inh: -5; HKDC1 inhibitor: 3; Apaf1 inhib: 13; SENP1 FRET inh: -2; SENP6 block: -4; SENP8 block-2: 7

Results for CCc1ccn2cc(-c3ccc4c(c3)OCO4)nc2c1 ?
NLRP3 yeast inh: 49; SENP8 block-1: -412; PfGluPho inh: 65*; SENP7 inh: 97*; HKDC1 inhibitor: 0; Apaf1 inhib: -3; SENP1 FRET inh: 5; SENP6 block: 96*; SENP8 block-2: 94*

How did CC(=O)c1ccc(S(=O)(=O)N2CCN(C(=O)c3ccccc3Cc3ccccc3)CC2)cc1 do in these assays?
NLRP3 yeast inh: 13; SENP8 block-1: 4; PfGluPho inh: 6; SENP7 inh: -5; HKDC1 inhibitor: -8; Apaf1 inhib: 17; SENP1 FRET inh: 0; SENP6 block: 3; SENP8 block-2: 7

How did Cc1ccc(NC(=O)CN(C)C(=O)CSc2nnnn2C)cc1 do in these assays?
NLRP3 yeast inh: -2; SENP8 block-1: 35; PfGluPho inh: -6; SENP7 inh: 3; HKDC1 inhibitor: -5; Apaf1 inhib: -24; SENP1 FRET inh: 1; SENP6 block: -16; SENP8 block-2: 1

How did COc1ccccc1N1CCN(S(C)(=O)=O)CC1 do in these assays?
NLRP3 yeast inh: 26; SENP8 block-1: -11; PfGluPho inh: -9; SENP7 inh: 1; HKDC1 inhibitor: -1; Apaf1 inhib: -11; SENP1 FRET inh: 4; SENP6 block: -13; SENP8 block-2: -2

How did CC(=O)N1CCN(C(=O)c2cccc(S(=O)(=O)N3CCOCC3)c2)CC1 do in these assays?
NLRP3 yeast inh: 3; SENP8 block-1: 23; PfGluPho inh: -16; SENP7 inh: 0; HKDC1 inhibitor: -1; Apaf1 inhib: -4; SENP1 FRET inh: 4; SENP6 block: -7; SENP8 block-2: -5

Results for Cc1ccc(NC(=O)c2cc(=O)c3ccccc3o2)cc1S(=O)(=O)N1CCCCC1 ?
NLRP3 yeast inh: 13; SENP8 block-1: 9; PfGluPho inh: 10; SENP7 inh: 1; HKDC1 inhibitor: 2; Apaf1 inhib: 19; SENP1 FRET inh: 1; SENP6 block: -2; SENP8 block-2: 3

Results for O=[N+]([O-])c1ccc(Sc2nc3ccccc3o2)c([N+](=O)[O-])c1 ?
NLRP3 yeast inh: 42; SENP8 block-1: 12; PfGluPho inh: 19; SENP7 inh: -6; HKDC1 inhibitor: 35*; Apaf1 inhib: 9; SENP1 FRET inh: 3; SENP6 block: 24; SENP8 block-2: 1

How did COc1ccccc1N/N=C(\C#N)C(=N)N1CCOCC1 do in these assays?
NLRP3 yeast inh: 12; SENP8 block-1: 10; PfGluPho inh: 7; SENP7 inh: 8; HKDC1 inhibitor: -12; Apaf1 inhib: -7; SENP1 FRET inh: 4; SENP6 block: -2; SENP8 block-2: -1

Results for N#CC1=C2SCN(c3ccccc3)CN2C(=O)CC1c1c(Cl)cccc1Cl (stereo unspecified) ?
NLRP3 yeast inh: 20; SENP8 block-1: -48; PfGluPho inh: 85*; SENP7 inh: 4; HKDC1 inhibitor: 7; Apaf1 inhib: -2; SENP1 FRET inh: -9; SENP6 block: 4; SENP8 block-2: -1

How did COC(=O)CNc1nc(-c2ccccc2F)nc2ccccc12 do in these assays?
NLRP3 yeast inh: 30; SENP8 block-1: 2; PfGluPho inh: -15; SENP7 inh: -4; HKDC1 inhibitor: -4; Apaf1 inhib: 5; SENP1 FRET inh: 1; SENP6 block: -23; SENP8 block-2: -11

What do the screens show for `COc1cccc(/C=C/C(=O)OCC(=O)NC2CC2)c1`?
NLRP3 yeast inh: -6; SENP8 block-1: -349; PfGluPho inh: 7; SENP7 inh: -1; HKDC1 inhibitor: -4; Apaf1 inhib: 2; SENP1 FRET inh: 0; SENP6 block: 16; SENP8 block-2: -2

Results for NC(=O)c1ccc(NC(=O)COc2ccc([N+](=O)[O-])cc2Cl)cc1 ?
NLRP3 yeast inh: -2; SENP8 block-1: 10; PfGluPho inh: 16; SENP7 inh: 1; HKDC1 inhibitor: -4; Apaf1 inhib: 2; SENP1 FRET inh: -2; SENP6 block: -19; SENP8 block-2: -5

Results for CCOC(=O)N1CCN(S(=O)(=O)c2ccc(OCC)c3ccccc23)CC1 ?
NLRP3 yeast inh: 6; SENP8 block-1: -15; PfGluPho inh: 4; SENP7 inh: -6; HKDC1 inhibitor: 2; Apaf1 inhib: 13; SENP1 FRET inh: 0; SENP6 block: -2; SENP8 block-2: 2

Results for Nc1nc2ccccc2n1C(=O)c1ccco1 ?
SENP8 block-1: -2; PfGluPho inh: 16; HKDC1 inhibitor: 13; SENP1 FRET inh: -1

How did COc1ccc(CNC(=O)C/C(C)=N/NC(=O)c2cc(OC)cc(OC)c2)cc1 do in these assays?
NLRP3 yeast inh: 0; SENP7 inh: 5; Apaf1 inhib: -2; SENP6 block: 9; SENP8 block-2: -5

Results for O=C(NCc1ccccc1)C(=O)Nc1nccs1 ?
NLRP3 yeast inh: 4; SENP8 block-1: 4; PfGluPho inh: -15; SENP7 inh: 1; HKDC1 inhibitor: -2; Apaf1 inhib: -15; SENP1 FRET inh: 2; SENP6 block: 1; SENP8 block-2: 4

How did c1cc2c3c(cccc3c1)NC1(CCCCCC1)N2 do in these assays?
NLRP3 yeast inh: 6; SENP8 block-1: 14; PfGluPho inh: 11; SENP7 inh: 25; HKDC1 inhibitor: 19; Apaf1 inhib: 49*; SENP1 FRET inh: -22; SENP6 block: 48; SENP8 block-2: 25

What do the screens show for `CSc1ccc(S(=O)(=O)NCC(=O)OCC(=O)N(C)Cc2ccccc2)cc1[N+](=O)[O-]`?
NLRP3 yeast inh: 25; SENP8 block-1: 8; PfGluPho inh: -7; SENP7 inh: 3; HKDC1 inhibitor: -3; Apaf1 inhib: 13; SENP1 FRET inh: 3; SENP6 block: -8; SENP8 block-2: 2

What do the screens show for `CC1=C(C)C(C)=C(C#N)C(=C(C#N)C#N)N1`?
NLRP3 yeast inh: 23; SENP8 block-1: -418; PfGluPho inh: 3; SENP7 inh: -2; HKDC1 inhibitor: -2; Apaf1 inhib: -11; SENP1 FRET inh: -63; SENP6 block: -5; SENP8 block-2: 4

Results for COc1ccc(CN2CC(C(=O)NCCCN3CCN(C)CC3)CC2=O)cc1 (stereo unspecified) ?
NLRP3 yeast inh: 1; SENP8 block-1: 6; PfGluPho inh: -6; SENP7 inh: -7; HKDC1 inhibitor: -7; Apaf1 inhib: 10; SENP1 FRET inh: 1; SENP6 block: -14; SENP8 block-2: -9

How did COc1ccc(C(=O)N[C@H](C(=O)OCc2cc(=O)oc3cc(C)ccc23)C(C)C)cc1 do in these assays?
NLRP3 yeast inh: 11; SENP8 block-1: 1; PfGluPho inh: -1; SENP7 inh: -5; HKDC1 inhibitor: 9; Apaf1 inhib: -18; SENP1 FRET inh: 2; SENP6 block: -7; SENP8 block-2: -8

What do the screens show for `CC[C@@]1(C(=O)OC)N[C@H](CN(C)C(=O)C2CCCCC2)[C@@H]2C(=O)N(Cc3ccccc3)C(=O)[C@@H]21`?
NLRP3 yeast inh: 2; SENP8 block-1: 6; PfGluPho inh: 1; SENP7 inh: -1; HKDC1 inhibitor: -1; Apaf1 inhib: 11; SENP1 FRET inh: 1; SENP6 block: -21; SENP8 block-2: -10

What do the screens show for `Cn1c(=O)[nH]c(=O)c2c1nc(N1CCN(CCO)CC1)n2Cc1ccccc1`?
NLRP3 yeast inh: 12; SENP8 block-1: 10; PfGluPho inh: 11; SENP7 inh: -1; HKDC1 inhibitor: -2; Apaf1 inhib: -10; SENP1 FRET inh: 0; SENP6 block: -8; SENP8 block-2: -2

Results for O=C(NCc1ccccc1)c1ccccc1 ?
SENP8 block-1: 62*; PfGluPho inh: 12; HKDC1 inhibitor: 4; SENP1 FRET inh: 2

What do the screens show for `CC(NC(=O)Nc1ccc(F)cc1)C(c1cccs1)N1CCCC1` (stereo unspecified)?
NLRP3 yeast inh: 16; SENP8 block-1: 7; PfGluPho inh: 2; SENP7 inh: 7; HKDC1 inhibitor: -7; Apaf1 inhib: -11; SENP1 FRET inh: 1; SENP6 block: 5; SENP8 block-2: 3

Results for CC(C)c1ccc([N+](=O)[O-])cc1S(=O)(=O)N1CCN(C)CC1 ?
NLRP3 yeast inh: 19; SENP8 block-1: 28; PfGluPho inh: 18; SENP7 inh: 7; HKDC1 inhibitor: -7; Apaf1 inhib: -15; SENP1 FRET inh: 1; SENP6 block: -8; SENP8 block-2: 9

What do the screens show for `CC1CC(NC2=NCCS2)CC(C)(C)C1` (stereo unspecified)?
NLRP3 yeast inh: 11; SENP8 block-1: 26; PfGluPho inh: -9; SENP7 inh: -3; HKDC1 inhibitor: -4; Apaf1 inhib: 3; SENP1 FRET inh: -1; SENP6 block: -15; SENP8 block-2: 4

Results for CC12CCC(=O)N1C(C(=O)NCCc1ccc(F)cc1)CS2 (stereo unspecified) ?
NLRP3 yeast inh: 19; SENP8 block-1: -4; PfGluPho inh: 12; SENP7 inh: -5; HKDC1 inhibitor: -9; Apaf1 inhib: -14; SENP1 FRET inh: 2; SENP6 block: -4; SENP8 block-2: 0

What do the screens show for `O=C(NCCO)c1c(-c2ccc3c(c2)OCO3)noc1-c1ccsc1`?
SENP8 block-1: -7; PfGluPho inh: 2; HKDC1 inhibitor: -1; SENP1 FRET inh: -4

How did CC(C(=O)Nc1ccc([N+](=O)[O-])cc1)N1CCN(C/C=C/c2ccccc2)CC1 (stereo unspecified) do in these assays?
NLRP3 yeast inh: 27; SENP8 block-1: 23; PfGluPho inh: -12; SENP7 inh: 5; HKDC1 inhibitor: 0; Apaf1 inhib: 2; SENP1 FRET inh: 3; SENP6 block: -10; SENP8 block-2: -4

How did COc1ccc(-c2cc(C(=O)NCC3CCCO3)on2)cc1OC (stereo unspecified) do in these assays?
NLRP3 yeast inh: 18; SENP8 block-1: -1; PfGluPho inh: 6; SENP7 inh: -4; HKDC1 inhibitor: 5; Apaf1 inhib: 1; SENP1 FRET inh: 1; SENP6 block: -2; SENP8 block-2: 3

What do the screens show for `Cc1ccc(S(=O)(=O)Oc2ccccc2)cc1`?
SENP8 block-1: 2; PfGluPho inh: 28; HKDC1 inhibitor: -3; SENP1 FRET inh: 0
